Source: PubChem BioAssay (several laboratories)
CaV13 FRET inh = Disruptors of the CACNA1D IQ motif to Ca2+-dependent inactivation inhibitor domain association, primary screening, Förster resonance energy transfer in intact living … | HEK cells, CFP/YFP FRET ICDI-IQ, plate reader, 10 min; percent FRET-ratio fall versus neutral wells | inhibition, % at 12.3 µM | 0.098% of 340,000 active | AID 743397;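 active = mean replicate inhibition of at least 30% and at least 1% of replicates passing that level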;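 note: 0% = median of the neutral control wells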
m5-HT2A agonist = mouse Htr2a agonists via beta-arrestin recruitment, primary screen, cell-based, luminescence. activation, % at 7.6 µM. 5-hydroxytryptamine receptor 2A (Mus musculus), P35363. CHO-K1 mHTR2A beta-arrestin complementation; percent of 30 µM serotonin response. 0.66% of 360,000 active;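 active = activation above a run cutoff, the mean activation of all tested compounds plus 3 SD, cut at about 14% in these data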;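 note: 0% = plate median of compound wells and 100% = 30 µM serotonin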
Target sequence (P35363 whole entry, looked up): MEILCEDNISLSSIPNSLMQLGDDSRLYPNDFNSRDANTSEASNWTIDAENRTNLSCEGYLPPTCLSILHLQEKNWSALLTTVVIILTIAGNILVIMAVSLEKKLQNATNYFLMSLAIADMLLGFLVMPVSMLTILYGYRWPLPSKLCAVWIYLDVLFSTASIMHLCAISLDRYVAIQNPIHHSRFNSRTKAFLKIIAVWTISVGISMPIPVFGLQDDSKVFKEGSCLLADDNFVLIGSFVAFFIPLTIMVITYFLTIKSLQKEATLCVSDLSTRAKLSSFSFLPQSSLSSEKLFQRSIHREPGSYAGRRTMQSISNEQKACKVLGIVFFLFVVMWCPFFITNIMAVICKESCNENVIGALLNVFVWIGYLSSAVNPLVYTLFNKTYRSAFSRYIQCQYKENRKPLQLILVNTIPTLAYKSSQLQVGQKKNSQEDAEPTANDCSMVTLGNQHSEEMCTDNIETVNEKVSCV
Vif imaging = HIV Vif self-association inhibitors, primary screen, imaging, HEK293T, single point; HEK293T cells, Vif self-association by quenched fluorescence, 24 h; 0.35% of 340,000 active; inhibition, % at 7.49 µM; in the data active = inhibition above about 50%, passing the limit was not always enough; note: some results filed as inactive read as strong as hits
MC4R ag barr = MC4R agonists recruiting beta-arrestin, primary screen, cell-based, luminescence, agonist arm of biased-ligand search; Melanocortin receptor 4 (Homo sapiens), P32245; U2OS MC4R beta-arrestin complementation; percent of melanotan II response, DMSO zero; activation, % at 8.9 µM; 0.98% of 360,000 active; AID 540308, 2011;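 active = activation above a per-plate cutoff, the mean activation of sample wells on that plate plus 3 SD, cut at about 8% in these data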
MC4R antag cAMP = MC4R antagonists of cAMP signaling, primary screen, cell-based, TR-FRET, antagonist arm of biased-ligand search | Melanocortin receptor 4 (Homo sapiens), P32245 | MC4R-expressing cells, MTII-stimulated cAMP, LANCE TR-FRET | inhibition, % at 6.5 µM | 0.48% of 360,000 active;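 active = inhibition above its plate's cutoff, the mean of tested wells on that plate plus 3 SD, cut at about 29% in these data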;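 note: 0% = Melanotan II alone and 100% = Melanotan II plus saturating MCL0020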
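Material – human MC4R-expressing U2OS cells · Repeats – no replicates · Detection – TR-FRET with Eu-cAMP and labeled anti-cAMP, 671 nm · Times – compound 30 min, challenge 1 h, detection 1 h · Compound – single nominal compound dose of 6.5 µM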
ABCB6 inh 2 = ABCB6 transporter inhibitors, primary screen, K562-ABCB6 cells, flow cytometry, MLPCN library. ATP-binding cassette sub-family B member 6 (Homo sapiens), Q9NP58. K562-ABCB6 porphyrin accumulation, 1 h; active compounds read low. fluorescence ratio to DMSO, % at 10 µM. 0.19% of 360,000 active. AID 602162, 2011;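 active = fluorescence ratio to DMSO below 75%, the collection mean minus 3 SD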;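 note: signal is porphyrin accumulated inside mitochondria; 100% equals median channel fluorescence of DMSO control wells; lower ratio means ABCB6 inhibition with less porphyrin fluorescence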
N-glyco inh = increase of ERlucT glycosylation luciferase signal, primary screen, N-linked glycosylation inhibitor project, D54 ERlucT cells, luminescence, set 2; D54 ERlucT glycosylation luciferase reporter, 24 h; percent of 100 nM tunicamycin response; reporter increase, % at 12.5 µM; 0.23% of 360,000 active;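 active = mean luciferase reporter signal, scaled so untreated is 0 and the glycosylation-blocking control 100, at or above a set limit in every replicate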;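 note: luciferase carries N-glycosylation sites so blocking glycosylation raises the light; 0% = median of neutral control wells and 100% = median of 100 nM tunicamycin wells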
aDG glyco up = activators of alpha-DG glycosylation, primary screen, uHTS, Pro5-aDG cells, AlphaScreen. activation, % at 10 µM. 0.22% of 360,000 active. AID 624168, 2012. alpha-DG glycosylation AlphaScreen (IIH6); 0% Pro5, 100% B10-LARGE cell signal;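 active = activation of at least 8% versus controls, or a plate z-score of at least 8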;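 note: Pro5 are CHO cells carrying HIG-tagged alpha-DG that lacks glycosylation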
PDI turbidity = inhibitors of human PDI, primary screen, biochemical, turbidity, single point, plate reader. Protein disulfide-isomerase (Homo sapiens), P07237. AID 588391, 2011. 0.052% of 350,000 active. PDI insulin aggregation turbidity, A650, 90 min. inhibition, % at 10 µM;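 active = mean inhibition across replicates of 30% or more, whatever share of single replicates reach that level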;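 note: absorbance from insulin aggregation driven by PDI reduction with DTT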
Target sequence (P07237 whole entry, looked up): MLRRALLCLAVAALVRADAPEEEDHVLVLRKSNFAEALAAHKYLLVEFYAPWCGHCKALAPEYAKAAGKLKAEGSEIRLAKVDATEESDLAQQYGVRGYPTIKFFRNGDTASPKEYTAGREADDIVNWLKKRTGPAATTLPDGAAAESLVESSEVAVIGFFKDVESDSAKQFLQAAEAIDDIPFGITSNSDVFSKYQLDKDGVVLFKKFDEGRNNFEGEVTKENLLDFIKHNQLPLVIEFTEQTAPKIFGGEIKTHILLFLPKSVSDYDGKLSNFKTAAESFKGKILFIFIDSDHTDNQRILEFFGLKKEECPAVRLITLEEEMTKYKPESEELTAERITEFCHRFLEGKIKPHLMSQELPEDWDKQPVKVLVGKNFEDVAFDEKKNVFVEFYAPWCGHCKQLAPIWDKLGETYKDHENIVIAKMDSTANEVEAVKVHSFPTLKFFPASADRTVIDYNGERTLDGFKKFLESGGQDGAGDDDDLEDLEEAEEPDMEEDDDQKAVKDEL
H9c2 protect = cardioprotection against H2O2-induced cell death, primary screen, uHTS, H9c2 cells, ATPLite luminescence. H9c2 cardiomyocytes, H2O2 injury protection, 2 h. protection from H2O2 cell death, % at 20 µM. 0.63% of 360,000 active. AID 588492, 2011;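 active = compounds giving at least 50% protection of heart cells from peroxide-induced death in the single-dose screen, raw or plate-pattern-corrected value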;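 note: 0% = DMSO wells with peroxide and 100% = DMSO wells without peroxide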
* marks the source's active call; other numbers are inactive results; · = not tested or not shown.

Every second line gives: MC4R ag barr	CaV13 FRET inh	m5-HT2A agonist	H9c2 protect	MC4R antag cAMP	Vif imaging	ABCB6 inh 2	aDG glyco up	PDI turbidity	N-glyco inh
C=C(C)COc1ccc2c(CC)cc(=O)oc2c1
  -2.2	20	-2	-7	-4	-1	103	0.0	-6	3
CCS(=O)(=O)NCC(c1cccnc1)N1CCN(c2ccccc2)CC1 (configuration not stated)
  0.0	-6	0	0	2	21	101	-0.4	·	1
COc1ccc(/C=C(/C#N)c2cccnc2)cc1OC
  0.6	-4	-1	25	-5	-2	102	0.0	-4	0
COc1cccc(C(=O)N/N=C/C(Br)=C/c2ccccc2)c1
  0.5	-4	-8	-7	3	-7	107	0.3	10	13
Cc1ccc(-c2cccc(NC(=O)C3C(C(=O)O)[C@@H]4C=C[C@H]3C4)c2)o1 (some centres not stated)
  -3.1	-5	-2	-3	11	-3	100	0.0	-7	0
Cc1ccc(NC(=O)c2ccc(-n3cccn3)c([N+](=O)[O-])c2)cc1C
  -0.5	-5	-7	-2	4	7	96	3.8	-5	6
CC1(c2ccc(Cl)cc2)NC(=O)N(CC(=O)N2CCc3ccccc3C2)C1=O (configuration not stated)
  -1.4	-5	-2	-2	2	24	99	0.0	-1	2
CN1CCN(S(=O)(=O)c2ccc(NC(=S)NC(=O)C3CCCC3)cc2)CC1
  3.2	-5	-5	-4	-16	-10	103	-0.3	9	-3
CCC1(CC)NC(=O)N(CC(=O)Nc2ccc(-n3cnnn3)cc2)C1=O
  -0.2	-5	-1	-1	-2	-15	97	-0.3	-10	2
COc1ccc(OC)c(C(O)c2ncc(-c3cccc(C(F)(F)F)c3)[nH]2)c1 (configuration not stated)
  -1.8	-11	-2	-12	4	0	97	0.2	9	-1
CCn1cc(/C=C(\NC(=O)c2ccccc2OC)C(=O)NCCCN2CCOCC2)c2ccccc21
  -2.1	-3	-3	5	0	1	98	-0.2	-7	3
CC(=O)Nc1ccc(NC(=O)C2CCN(C(=O)c3ccc([N+](=O)[O-])cc3)CC2)cc1
  -2.0	-5	-3	-1	12	-2	93	0.0	-1	0
C[N+](C)(CCOc1ccccc1)Cc1ccccc1 (tested in a mixture with another compound)
  0.6	·	4	0	2	9	107	0.1	-2	-2
O=C(Nc1ccc2c(c1)OCO2)c1cc2nc(C3CC3)cc(C(F)(F)F)n2n1
  2.9	-7	2	-2	1	13	102	0.1	1	2
COc1ccc2c(c1)c(C(O)CN1CCC(Cc3ccccc3)CC1)c(C)n2C (configuration not stated)
  -0.1	-5	-5	11	6	0	109	1.8	14	0
Cc1ccc(NC(=O)CCc2nc3ccccc3s2)c(O)c1
  2.3	-6	0	-6	-11	1	102	0.6	12	3
COc1ccc(N(CC(=O)NCC2CCCO2)S(=O)(=O)c2c(C)noc2C)cc1 (configuration not stated)
  2.3	-4	0	1	2	1	96	0.0	-6	3
Cc1c(/C=N/NC(=O)c2cc(Br)ccc2O)c(=O)n(C)c(=O)n1C
  -1.8	-4	-1	1	14	-10	94	-0.1	-11	-1
CN(Cc1ccc2ccccc2c1)C(=O)c1ccc(C(F)(F)F)cc1
  0.5	-3	-1	0	-1	13	83	0.1	-8	1
O=C(/C=C/c1ccccc1)Nc1ccc(N2CCCCC2)cc1
  4.7	-5	1	-4	11	-9	98	-0.2	8	3
O=C(N/N=C/c1cccnc1)C(O)(c1ccccc1)c1ccccc1
  -2.4	-4	0	1	6	-10	95	0.4	18	3
Cc1ccc(NC(=O)Cn2cc(S(=O)(=O)c3ccc(C)cc3)c(=O)c3cc(F)ccc32)cc1
  1.1	-5	-2	-8	10	-6	99	-0.1	·	-3
C[C@@H]1CN([C@H](C)CO)C(=O)c2cc(Br)cnc2O[C@H]1CN(C)Cc1cccnc1
  -0.8	-6	7	11	10	·	97	-0.1	-3	1
COc1ccc(NC(=O)c2ccc3c(c2)OCCO3)cc1OC
  -1.6	-4	-6	-4	-3	2	159	-0.1	-4	-5
N#CC(=Cc1ccccn1)c1nc(-c2ccc(Cl)cc2)cs1
  17*	-8	-4	-1	1	103*	165	0.4	19	42*
COc1ccc(-c2cc(C(=O)Nc3ccc(F)cc3F)no2)cc1
  -0.1	-19	3	-1	15	-2	98	-0.1	-1	-1
O=C(O)c1ccc2c(c1)ncn2C1CCCCC1
  -2.3	·	0	4	7	-2	98	0.0	3	1
CCOC(=O)C1=C(COc2ccccc2)NC(=O)NC1c1cccc([N+](=O)[O-])c1 (configuration not stated)
  -1.3	-10	-3	-6	-5	-2	96	-0.2	-2	0
N#Cc1ccc(NC(=O)CN2C(=O)NC(Cc3ccccc3)C2=O)cc1 (configuration not stated)
  -2.2	-4	-2	-2	5	2	87	0.2	8	1
Cc1ccc2nc(-c3cccc(Br)c3)cc(C(=O)Nn3cnnc3)c2c1
  -2.0	-3	7	-12	10	1	97	-0.1	-1	1
CC1CN(C(=O)COC(=O)c2cc([N+](=O)[O-])ccc2Cl)CC(C)O1 (configuration not stated)
  -3.1	-4	0	4	10	-5	97	0.1	2	0
CCCc1cc(C(=O)Nc2cc(OC)c(Cl)cc2OC)no1
  2.3	-6	6	-5	15	-2	98	-0.1	·	2
COc1ccc(COC(=O)N/C=C/c2ccco2)cc1
  -2.6	-7	1	2	11	-2	117	-0.1	-2	0
COc1ccc(-c2csc(NC(=O)CSCC(=O)Nc3cc(C)on3)n2)cc1OC
  0.5	-1	3	20	-2	12	94	0.2	11	1
CC1(C(=O)N2CC3(CC(c4cccc(NC(=O)COc5ccc(Cl)cc5)c4)=NO3)C[C@@H]2C(N)=O)CC1 (some centres not stated)
  -1.1	-15	-7	0	2	-2	89	-0.2	16	-2
O=C(O)CSc1c(Cl)c(=O)oc2ccc(Cl)cc12
  -1.3	-5	8	1	6	-4	88	0.1	2	2
O=C(NCc1cccnc1)C1CC(c2ccc(Cl)c(Cl)c2)=NO1 (configuration not stated)
  -0.2	5	-1	-13	-6	31	97	0.0	2	20
Cc1ccc(N2CC(C(=O)N/N=C/c3c(F)cccc3Cl)CC2=O)cc1 (configuration not stated)
  -3.5	-3	-4	-4	2	1	97	0.1	0	4
Cc1ncc(CN=Cc2ccc(Cl)cc2)c(N)n1
  -1.6	-3	4	1	0	-2	102	0.1	-7	0
O=C(CCN1C(=O)S/C(=C\c2ccccc2)C1=O)N1CCOCC1
  -2.6	-6	1	5	-6	13	98	0.3	-5	1
O=C(Nc1ccc(N2CCOCC2)c(Cl)c1)c1ccc(Br)o1
  -0.9	-5	4	17	1	·	88	-0.4	0	-4
C=CCSc1nc(C)cc(/C=C\c2ccccc2)c1C#N
  1.5	-6	-3	-9	-4	-7	91	-0.2	-3	-2
COc1ccccc1C(=O)Nc1ccc(S(=O)(=O)N2CCc3ccccc32)cc1
  -2.1	-9	-4	-5	4	-3	90	-0.1	1	-1
O=C(Cn1cc(C(F)(F)F)ccc1=O)NC1CCCC1
  -2.5	-2	-5	8	3	-3	100	0.1	4	0
CC(=O)c1cc(CN2CCN(C3CCCCC3)C(CCO)C2)cs1 (configuration not stated)
  -0.5	6	-3	4	5	8	103	-0.3	-1	2
COc1ccccc1C1CC(c2ccc(Br)cc2)=NN1C(=O)c1cccnc1 (configuration not stated)
  -0.9	-5	0	-1	5	1	98	0.4	-3	7
CC(=O)Nc1cccc(NC(=O)CSc2nnc(NC(=O)C3CC3)s2)c1
  -3.5	-3	4	-3	1	1	95	0.2	-2	4
Cc1cc(N(C)C)c(C#N)c(N2CCCCC2)n1
  -2.1	-4	-4	-1	6	1	94	0.0	9	2
O=C(COC(=O)c1ccc([N+](=O)[O-])o1)NC1CCCC1
  0.3	-6	7	6	7	22	103	-0.2	15	1
COc1ccc(CCNC(=O)c2ccc(-c3ccc([N+](=O)[O-])cc3Cl)o2)cc1OC
  -2.1	-15	-6	-6	1	-3	80	0.0	-2	-1
O=C(CN1C(=O)NC2(CCCC2)C1=O)Nc1ccc(F)c([N+](=O)[O-])c1
  -0.7	-7	8	-6	15	7	98	0.0	-8	-3
COc1ccccc1OCC(=O)NN=C(Cc1ccccc1)Cc1ccccc1
  -0.1	-3	4	-4	0	-2	97	-0.1	-7	-1
CC1Cc2ccccc2N1C(=O)CO/N=C/c1ccc(OC(F)F)cc1 (configuration not stated)
  0.3	-20	-3	2	5	-1	98	-0.2	6	2
CCOc1ccc(S(=O)(=O)N(C)c2ccc(OCC(=O)NC3=NCCS3)cc2)cc1
  1.3	-5	0	-6	-5	14	100	-0.7	6	-1
Cc1cc(-c2nc3ncccc3o2)ccc1NC(=S)NC(=O)C(C)C
  2.4	-16	5	-14	18	-8	105	1.5	3	0
CC(=O)N1CCOc2ccc(S(=O)(=O)NCCc3ccccc3)cc21
  0.1	-7	-3	-6	5	-1	94	-0.1	-10	0
COc1cccc(OC)c1NC(=O)C1CCCN1C(=O)Nc1ccccc1F (configuration not stated)
  -0.8	-5	-2	2	4	13	89	0.0	-8	1
Cc1ccc(OCC(=O)O/N=C(\N)c2ccccn2)cc1
  -2.2	-5	-3	5	5	13	92	0.0	-4	-1
Cc1cc(=O)[nH]c(SCC(=O)Nc2ccc(F)cc2)c1C#N
  0.4	-6	3	-9	-2	1	93	0.0	0	1
N#Cc1ccccc1NC(=O)COC(=O)COc1ccccc1[N+](=O)[O-]
  -2.0	0	-1	4	20	7	98	0.1	-2	0
CC(OC(=O)Cn1[nH]c(=O)c2ccccc2c1=O)C(=O)Nc1cccc(Cl)c1 (configuration not stated)
  1.2	-1	-9	59*	6	·	97	0.0	1	-2

Quoted at random: two compounds from above.
Every second line gives: MC4R ag barr	CaV13 FRET inh	m5-HT2A agonist	H9c2 protect	MC4R antag cAMP	Vif imaging	ABCB6 inh 2	aDG glyco up	PDI turbidity	N-glyco inh
COc1ccc(CCNC(=O)c2ccc(-c3ccc([N+](=O)[O-])cc3Cl)o2)cc1OC
  -2.1	-15	-6	-6	1	-3	80	0.0	-2	-1
Cc1cc(N(C)C)c(C#N)c(N2CCCCC2)n1
  -2.1	-4	-4	-1	6	1	94	0.0	9	2
